Source: PubChem BioAssay (National Center for Advancing Translational Sciences (NCATS))
TDP1 cell CPT: qHTS for Inhibitors of human tyrosyl-DNA phosphodiesterase 1 (TDP1): qHTS in cells in presence of CPT; AID 686979, 2013; actives 12% (n = 420,000); Potency, µM (highest dose often 46.2 µM), for inactives: at the highest dose activity change, negative = growth inhibition, hits mostly inhibitors; chicken DT40 Tdp1-/-;hTDP1 cells + 20 nM CPT, ATP luminescence, 48 h; note: nearly all actives have a fitted effect of over 55% in size
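Cell growth measured by CellTiter-Glo luminescence after a minimum 48 h, 37 C compound exposure with 20 nM CPT in Tdp1-knockout DT40 cells stably expressing hTDP1, seeded 400/well; qHTS titration format.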
TDP1 block: qHTS Assay for Inhibitors of Tyrosyl-DNA Phosphodiesterase (TDP1) | Tyrosyl-DNA phosphodiesterase 1 (Homo sapiens), Q9NUW8 | recombinant TDP1, AlphaScreen DNA substrate cleavage | Potency, µM (titrated, usually from 130 µM), for inactives: at the highest dose activity change, negative = inhibition, hits mostly inhibitors | actives 0.28% (n = 350,000); note: nearly all actives have a fitted effect of over 40% in size
Target sequence (Q9NUW8 whole entry, looked up): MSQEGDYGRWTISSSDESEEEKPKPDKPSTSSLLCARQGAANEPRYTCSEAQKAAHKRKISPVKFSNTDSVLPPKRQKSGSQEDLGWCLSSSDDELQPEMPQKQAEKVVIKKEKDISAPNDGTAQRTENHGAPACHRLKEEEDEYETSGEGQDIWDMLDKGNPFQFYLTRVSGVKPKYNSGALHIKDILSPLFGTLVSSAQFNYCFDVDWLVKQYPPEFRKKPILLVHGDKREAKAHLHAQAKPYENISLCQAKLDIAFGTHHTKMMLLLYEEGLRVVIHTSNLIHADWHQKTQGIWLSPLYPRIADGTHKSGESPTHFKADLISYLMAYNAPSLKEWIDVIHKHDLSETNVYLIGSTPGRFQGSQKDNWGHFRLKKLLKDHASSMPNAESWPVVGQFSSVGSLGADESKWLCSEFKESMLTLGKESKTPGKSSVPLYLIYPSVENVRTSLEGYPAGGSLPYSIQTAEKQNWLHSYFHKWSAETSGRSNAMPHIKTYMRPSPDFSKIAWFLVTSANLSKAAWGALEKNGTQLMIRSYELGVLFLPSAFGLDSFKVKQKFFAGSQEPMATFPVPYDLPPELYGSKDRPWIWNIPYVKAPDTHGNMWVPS
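Enzyme-compound mixtures sat 15 min at room temperature, followed by a 5 min reaction with 15 nM final substrate and 10 min with AlphaScreen beads. Recombinant human Tdp1 was used at 1 nM final.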
TDP1 cell noCPT: qHTS for Inhibitors of human tyrosyl-DNA phosphodiesterase 1 (TDP1): qHTS in cells in absence of CPT | DT40 Tdp1-/- hTDP1 cells, no CPT, ATP luminescence, 48 h | Potency, µM (doses to about 46.2 µM), without a hit: at the top dose activity change, negative = growth inhibition, usual class: inhibitors | actives 15% (n = 420,000) | AID 686978, 2013; note: nearly all actives have a fitted effect of over 55% in size
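Chicken DT40 Tdp1-/- cells complemented with human TDP1, screened without camptothecin (DMSO vehicle only), 400 cells/well. Compounds pin-transferred, cells incubated at 37 °C for at least 48 hr. Growth read as ATP-dependent luminescence (CellTiter-Glo, 30 min at RT).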
An asterisk follows results filed as active; ? = inconclusive; / = no result given; & = joins results of further samples; ! = not active in a repeat; [ ] = dose if it differs, or a comment. Calls come from the whole dose curve; as a rule, active = well fitted curve in the direction sought with a large enough effect; inconclusive = small, poorly fitted or top-dose-only effect, or another doubt; inactive = no such curve, though single readings can be large; an effect the other way counts as inactive or inconclusive. % is set by controls: 0 for no effect and ±100 for the full control effect; potency is the fitted concentration of half-maximal effect. An unsorted share of the library. About 18% of those tested had a hit in this group.

SMILES	TDP1 cell CPT	TDP1 block	TDP1 cell noCPT
O=C(CCN1C(=O)c2ccccc2C1=O)N1CCC(c2ccccc2)C1 (stereo not drawn)	-6%	3%	-8%
Cc1cc(C2=NNC(=NC3CC3)SC2)c(C)n1-c1c(C)n(C)n(-c2ccccc2)c1=O	-1%	3%	-4%
Cc1ccc(CN2CCC[C@]3(N[C@H](c4ccc(C(F)(F)F)cc4)[C@@H]4C(=O)N(Cc5ccccc5)C(=O)[C@@H]43)C2=O)cc1	21µM*	/	21µM*
Cn1ccc2c(-c3cccc(C=O)c3)cc3c(c21)C1CCC3O1 (stereo not drawn)	?	/	?
CC1(C(=O)NS(=O)(=O)Cc2ccccc2C(F)(F)F)CCN1C(=O)c1ccco1 (stereo not drawn)	4%	/	3%
CCc1c(C)sc(NC(=O)c2cccs2)c1C#N	?	0%	?
O=C(CSc1nc2cc(Cl)ccc2o1)c1cccs1	1%	/	-18%
O=C(OCC(CO)OC(CO)n1ccc(=O)[nH]c1=O)c1ccccc1 (stereo not drawn)	0%	6%	-26%
COC(=O)c1cn(Cc2c(C)cc(C)cc2C)nn1	-2%	0%	?
CCCNc1ncnc2c1cnn2C1CCCCO1 (stereo not drawn)	2%	/	-14%
O=C(COc1ncnc2cc(Cl)ccc12)c1ccc2c(c1)OCCO2	3%	/	-1%
Cc1cc(C)nc(SCC(=O)Nc2ccc(S(=O)(=O)Nc3cc(C)on3)cc2)n1	-10%	/	-1%
CCOc1ccc(CCNC(=O)COC(=O)c2cc(OC)c(OC)cc2[N+](=O)[O-])cc1OCC	?	-4%	?
N#Cc1c2n(c(=S)n(-c3ccccc3)c1=O)CCCCC2	-19%	5%	-13%
O=C(O)C1C2C=CC(C2)C1C(=O)Nc1ccc(C(=O)N2CCCCC2)c(Cl)c1 (stereo not drawn)	-26%	2%	-19%
OC(Cc1cccnc1)c1ccccc1 (stereo not drawn)	-2%	/	2%
O=C(CCN1C(=O)c2ccccc2S1(=O)=O)N1CCN(c2ccccc2)CC1	11%	7%	-11%
COc1cccc(-c2nnc(SCN3C(=O)c4ccccc4C3=O)n2C)c1	?	8%	-6%
COc1ccc(NC(=O)c2nn(C)c(=O)c3ccccc23)cc1S(=O)(=O)Nc1ccccc1Cl	?	5%	?
COc1ccc(-c2csc(C)n2)cc1	-9%	5%	-16%
CC1=C(C(=O)OC(C)C)C(c2c(O)ccc3ccccc23)NC(=O)N1 (stereo not drawn)	-8%	4%	-14%
COc1ccc(C(=O)NCc2cn3c(C)csc3n2)cc1OC	-5%	0%	1%
O=[N+]([O-])c1ccc(C(O)CN2CCN(c3ccccc3)CC2)cc1 (stereo not drawn)	1%	/	-13%
CCn1c(Cc2ccc(OC)cc2)nnc1SCC(=O)NC1CC1	14%	3%	21%
O=C(Nc1nnc(CCc2ccccc2)s1)c1ccc(F)cc1	0%	/	-9%

Carrying on.
SMILES	TDP1 cell CPT	TDP1 block	TDP1 cell noCPT
O=C(CCc1nnc(CCC2CCCCC2)o1)NCCc1ccccn1	-1%	/	22%
Cc1ccc(C(=O)N2C3C=CC(C3)C2(C(F)(F)F)C(F)(F)F)cc1 (stereo not drawn)	-26%	-1%	-23%
O=S(=O)(Nc1ccc(F)cc1Cl)c1ccc(-c2cnc(C3CC3)o2)cc1	0.65µM*	7%	0.73µM*
O=C(Nc1ccsc1C(=O)O)c1ccccc1	27%	/	9%
Cc1cc(C(=O)CN2CCCCC2)c(C)n1-c1ccc(F)cc1	-29%	5%	?
O=C(NC1CCCC1)C1CCN(C(=O)c2cc(Cl)ccc2Cl)CC1	5%	-2%[0.0935 µM]	3%
COc1ccc(-n2c(/C=C/c3ccccc3F)nc3cc(OC)c(OC)cc3c2=O)cc1Cl	15µM*	5%	18µM*
O=C(CN1CCN(Cc2ccccc2)CC1)NC(c1ccccc1)c1ccccc1	15µM*	-1%	23µM*
Cc1ccc(Nc2nc(NCC3CC3)nc3ccsc23)c(C)c1	3.7µM*	/	5.8µM*
O=C(NCCN1CCOCC1)c1ccccc1[N+](=O)[O-]	-3%	3%	-6%
COc1ccccc1N/C=C/C(=C(C#N)C#N)N(C)C	4%	/	?
COc1cc(NC(=O)C2C3C=CC(C3)C2C(=O)O)ccc1NC(=O)c1ccccc1 (stereo not drawn)	-17%	1%	-22%
O=C(O)CCCNc1ccc([N+](=O)[O-])c(NCCCC(=O)O)n1	0%	0%	-11%
C=CCn1c(C)cc(C(=O)COc2ncnc3sccc23)c1C	?	-2%	16µM*
Cc1oc2c(O)c(O)ccc2c(=O)c1-c1cnn(-c2ccccc2)c1	?	-7%	18µM*
O=C(c1ccc(-c2cc3ccccc3oc2=O)cc1)N1CCN(c2ccc(Cl)cc2[N+](=O)[O-])CC1	?	3%	?
Cc1ccc(OCCNC(=O)/C=C/c2ccco2)cc1C	?	/	?
Cc1ccc(-c2csc3ncn(CC(=O)N4CCOCC4)c(=O)c23)cc1C	-17%	-2%	?
Cc1oc2c(CN3CCCCC3C)c(O)ccc2c(=O)c1-c1ccccc1 (stereo not drawn)	?	/	-12%
Cc1cc(S(=O)(=O)Nc2ccc(N3CCOCC3)cc2)ccc1Br	-28%	/	?
CCCN(CC(=O)Nc1ccc(F)c(F)c1F)C(=O)c1ccc(=O)n(Cc2ccccc2)n1	-17%	/	?
Cc1sc2ncnc(N[C@@H](Cc3ccccc3)C(=O)O)c2c1C	-11%	/	-16%
O=C(c1cnccn1)N1CCC[C@@]2(CCN(Cc3ccccc3)C2)C1	10%	/	24%
Cc1cc(=O)[nH]c(NN=C2CCC(C(C)(C)C)CC2)n1 (stereo not drawn)	-1%	0%	14%
Cc1cccc(Cc2nnc(CCC(=O)N3CCCCC3c3nccs3)o2)c1 (stereo not drawn)	-14%	/	-30%

In the list so far, two contain an NH in an aromatic ring:
SMILES	TDP1 cell CPT	TDP1 block	TDP1 cell noCPT
O=C(OCC(CO)OC(CO)n1ccc(=O)[nH]c1=O)c1ccccc1 (stereo not drawn)	0%	6%	-26%
Cc1cc(=O)[nH]c(NN=C2CCC(C(C)(C)C)CC2)n1 (stereo not drawn)	-1%	0%	14%

Additional records follow:
SMILES	TDP1 cell CPT	TDP1 block	TDP1 cell noCPT
Cn1cc(S(=O)(=O)CC(=O)Nc2ccc(Br)cc2)c2ccccc21	-17%	-1%	-29%
CC(C)CC(C(=O)OCC(=O)Nc1cccc(Cl)c1)N1C(=O)C2CC=CCC2C1=O (stereo not drawn)	-7%	5%	-33%
C[C@H](CO)N1C[C@H](C)[C@@H](CN(C)Cc2ccc(C(=O)O)cc2)Oc2c(NC(=O)Cc3ccccc3)cccc2C1=O	-1%	8%	0%
NS(=O)(=O)c1ccc(CCNC(=O)CSc2nnc3ccccn23)cc1	-3%	3%	7%
CCCCCC(=O)Nc1cc(S(=O)(=O)N2CCOCC2)ccc1N1CCCCC1	?	1%	21µM*
CCOC(=O)Cn1nc(C)c(NC(=O)c2ccc(Cl)c([N+](=O)[O-])c2)c1C	-24%	8%	?
CC(=O)N(Cc1cccnc1)c1nc2cc(C)cc(C)c2s1	?	5%	?
CCc1nonc1NC(=O)c1oc2c(C)c(C)ccc2c1C	-30%	0%	?
Cc1ccc(C(=O)OCC(=O)NC2CCCC(C)C2C)s1 (stereo not drawn)	2%	/	?
COc1cc(CN2CCN(Cc3cn(C)c4ccccc34)CC2CCO)cc(OC)c1 (stereo not drawn)	?	/	?
Cc1ccc(C(=O)NC(=S)NNC(=O)c2cccc([N+](=O)[O-])c2)cc1	?	/	?
Cc1noc(C)c1C(=O)NC1CCCc2ccccc21 (stereo not drawn)	6%	-6%	-5%
C=CCOC(=O)CC(NC(=O)c1ccccc1)c1ccccc1 (stereo not drawn)	-5%	-4%	-22%
Cc1ccc(OCC(=O)Nc2ccc(O)c(-c3nc4cc(C)c(C)cc4o3)c2)cc1	?	/	1.6µM*
CN(C)Cc1csc(NC(=O)Nc2ccccc2Cc2ccccc2)n1	?	/	?
CC(=O)c1cccc(-c2ccnc3c2CC(C(=O)NCc2ccc(F)c(F)c2)O3)c1 (stereo not drawn)	4.1µM*	/	4.1µM*
Cc1ccc(C)c(NC(=O)CSc2nncn3c2cc2sccc23)c1	?	3%	?
CC(=O)CSc1ncnc2scc(-c3ccc(F)cc3)c12	0%	0%	-1%
CCN1C(=O)C2(C(C#N)=C(N)Oc3n[nH]c(COC)c32)c2ccccc21 (stereo not drawn)	2%	2%	-1%
Cc1nc(N2CCC(C)CC2)c2oc3ccccc3c2n1	?	9%	?
O=S(=O)(c1cccc(-c2nc3n(n2)Cc2ccccc2-3)c1)N1CCCC1	21µM*	5%	?
C=CCn1c(SCC(=O)Nc2cccc(S(N)(=O)=O)c2)nnc1C1CCCCC1	-21%	1%[56.1 µM]	-2%
CCOc1ccccc1NC(=O)COC(=O)C(CC)c1ccccc1 (stereo not drawn)	-22%	?	?
COc1ccc(N2CCN(c3ccc(-c4nc(-c5ccccc5C)no4)cc3[N+](=O)[O-])CC2)cc1	?	-3%	?
Cc1nn(Cc2c(F)c(F)c(F)c(F)c2F)c(C)c1NC(=O)c1ccc(COc2ccccc2Cl)cc1	?	0%	1.5µM*

Entries of single compounds, quoted from the list. Order of values: TDP1 cell CPT, TDP1 block, TDP1 cell noCPT
Cc1ccc(C)c(NC(=O)CSc2nncn3c2cc2sccc23)c1 is entered as ?, 3%, ?
CCc1nonc1NC(=O)c1oc2c(C)c(C)ccc2c1C is entered as -30%, 0%, ?

More entries
SMILES	TDP1 cell CPT	TDP1 block	TDP1 cell noCPT
Cc1ccccc1CS(=O)(=O)Cc1ccc(C(=O)NCCc2ccccc2)o1	?	1%&3%	?
Cc1ccc(NC(=O)NC(=O)CN2CCN(c3ccc(O)cc3)CC2)c(C)c1	?	6%	?
Oc1ccc(-c2cn3ccccc3n2)cc1	-16%	0%	?
CCOC(=O)C1CCCN(C(=O)c2cc3ccccc3oc2=O)C1 (stereo not drawn)	-4%	3%	-2%
Cc1ccccc1C(=O)Nc1cc(-c2cc(C(C)(C)C)oc2C)nn1C	?	11%	?
COc1ccc(-c2nc(NC(=O)c3cc(C(C)(C)C)nn3C)sc2C)cc1	?	4%	21µM*
c1ccc(Cn2nnc3ccccc32)cc1	-5%	/	-11%
O=C(CNC(=O)c1ccc(S(=O)(=O)N2CCCCC2)cc1)N/N=C/c1ccco1	-26%	7%	-17%
O=[N+]([O-])c1ccc(C=NNC(=S)NN=Cc2ccc([N+](=O)[O-])cc2)cc1	?	/	-14%
O=C(c1ccc(Br)cc1)N1CCN(CCc2ccncc2)CC1	?	-3%	?
N#CC1=C(N)NC(SCC(=O)O)=C(C#N)C12CCCC2	-17%	-2%	1%
Cc1ccc(C(=O)Nc2cccc(-c3nc(CNC(=O)c4cccc(N(C)C)c4)c(C)o3)c2)s1	4%[9.04 µM]	/	16µM*
CCOC(=O)c1cc2c(=O)n3ccccc3nc2n(CC2CCCO2)c1=NC(=O)c1cccc(C)c1 (stereo not drawn)	5.2µM*	-3%	5.8µM*
O=C(Nc1ccc(-c2csc(-c3ccccc3)n2)cc1)c1ccccc1	?	5%	?
CC1(C)[C@@H](O)CC[C@]2(C)[C@H]3C(=O)C=C4[C@@H]5C[C@@](C)(C(=O)O)CC[C@]5(C)CC[C@@]4(C)[C@]3(C)CC[C@@H]12	7.5µM*!	8%&6%	2.4µM*!
CN1CCN(c2ncc3nc(-c4cn(C)c5ccccc45)c(=O)n(CCc4ccccc4)c3n2)CC1	-2%	/	12%
CCCCC(=O)NCCNc1nc2c(c(=O)n(C)c(=O)n2C)n1Cc1ccc(F)cc1	-17%	1%	?
Cc1cc(NC(=O)CSc2ccccn2)cc(NC(=O)CSc2ccccn2)c1	5%	-2%[0.0935 µM]	?
Cc1cccc(C)c1NC(=O)CNC(=O)CN1C(=O)NC2(CCc3ccccc32)C1=O (stereo not drawn)	-4%	0%[56.1 µM]	4%

Four entries already listed, ordered by formula weight, descending.
SMILES	TDP1 cell CPT	TDP1 block	TDP1 cell noCPT
CCCCC(=O)NCCNc1nc2c(c(=O)n(C)c(=O)n2C)n1Cc1ccc(F)cc1	-17%	1%	?
O=C(CNC(=O)c1ccc(S(=O)(=O)N2CCCCC2)cc1)N/N=C/c1ccco1	-26%	7%	-17%
O=C(c1ccc(Br)cc1)N1CCN(CCc2ccncc2)CC1	?	-3%	?
N#CC1=C(N)NC(SCC(=O)O)=C(C#N)C12CCCC2	-17%	-2%	1%
